# tim10-1 inh = growth inhibitors of tim10-1 mutant yeast, primary screen, luminescence, uHTS | S. cerevisiae tim10-1 ts strain growth, BacTiter-Glo, 24 h | inhibition, % at 20 µM | 2.2% of 330,000 active | AID 463190, 2010;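 active means inhibition of at least 40%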;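 further: mutant grown at 25 °C; 0% = DMSO wells with yeast and 100% = wells holding no yeast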
# Jurkat NFkB inh = inhibitors of induced NF-kB luciferase reporter, primary screen, TCR NF-kB activation inhibitor project, cell-based, luminescence, uHTS; 0.53% of 330,000 active; inhibition, % at 4 µM; AID 435003, 2010; Jurkat, PMA/ionomycin-induced NF-kB luciferase reporter; in the data active means inhibition above about 50%
# CHOP UPR activ = activators of apoptotic CHOP UPR arm, primary screen, cell-based, CHO-CHOP luciferase reporter, luminescence, uHTS; UPR activation; percent of tunicamycin response over DMSO baseline; activation, % at 10 µM; 0.34% of 330,000 active; AID 449763, 2010;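 active means at 10 µM dose, activation of 40% or more, normalized to positive control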;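 further: 100% = tunicamycin at 10 µg/mL and 0% = DMSO alone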
#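 Evaluation: % reporter activation, DMSO baseline versus tunicamycin full activation; System: CHO-CHOP luciferase reporter cell line; Input: 500 cells/well; Incubation: 6 h compound treatment, 37 °C; Measured by: Steady-Glo luciferase luminescence; Dosing: one dose, 10 µM in 0.5% DMSO; Buffer or medium: F12 medium, 10% FBS; Benchmarks: positive tunicamycin 10 µg/mL, negative DMSO alone.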
# 697 NFkB inh = inhibitors of PMA/ionomycin-induced NF-kB reporter, 697 cells, primary screen, B-cell NF-kB inhibitor project, cell-based, luminescence, uHTS; 697 B-cell NF-kB luciferase reporter, 16 h; inhibition, % at 4 µM; 0.33% of 330,000 active; in the data active means inhibition above about 35%
# UPR XBP1 act = activators of adaptive XBP1 UPR arm, primary screen, cell-based, CHO-XBP1 luciferase reporter, luminescence, uHTS; IRE1-XBP1 UPR activation; percent of tunicamycin response, DMSO as zero; activation, % at 20 µM; 0.33% of 330,000 active;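 active means versus positive control, 20 µM dose yields 30% or more activation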;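 further: 100% = tunicamycin at 10 µg/mL and 0% = DMSO only wells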
#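 Test system: CHO-XBP1 luciferase reporter cells | Buffer or medium: Serum-containing F12 medium, 10% FBS | Schedule: 6 h compound exposure at 37 °C, 5% CO2 | Detection: Steady-Glo luciferase glow luminescence, 10 min after reagent addition | Read-out basis: Activation, % of tunicamycin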
# TIM10 inh = growth inhibitors of isogenic TIM10 control yeast, primary screen, counter-screen for tim10-1 yeast inhibitor project, luminescence, uHTS. inhibition, % at 10 µM. S. cerevisiae TIM10 strain growth, BacTiter-Glo luminescence, 24 h. 1.4% of 330,000 active;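 active means inhibition of 40% or more at the single tested concentration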;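 further: wild-type TIM10 isogenic control strain grown at permissive 25 °C; 0% = DMSO yeast wells and 100% = minimal medium wells without yeast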
# tim23-1 inh = growth inhibitors of tim23-1 mutant yeast, primary screen, luminescence, uHTS | S. cerevisiae tim23-1 growth, BacTiter-Glo luminescence, 24 h | inhibition, % at 20 µM | 1.3% of 330,000 active;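 active means growth inhibition of the mutant yeast at or above 50%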;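 further: temperature-sensitive mutant grown at 25 °C; plate controls were DMSO-treated mutant yeast for no effect and medium wells lacking yeast for full effect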
# Mdm2 MdmX PPI = inhibitors of human Mdm2-MdmX association, primary screen, cell-based, luminescence, split luciferase, SaOS-2, uHTS; AID 485346, 2010; inhibition, % at 8 µM; Protein Mdm4 (Homo sapiens) + E3 ubiquitin-protein ligase Mdm2 (Homo sapiens), …; SaOS-2 split-luciferase Mdm2/MdmX complementation; 3% of 330,000 active;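 active means inhibition of at least 50% at 8 µM in the primary screen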
# Target sequence (O15151 whole entry, looked up): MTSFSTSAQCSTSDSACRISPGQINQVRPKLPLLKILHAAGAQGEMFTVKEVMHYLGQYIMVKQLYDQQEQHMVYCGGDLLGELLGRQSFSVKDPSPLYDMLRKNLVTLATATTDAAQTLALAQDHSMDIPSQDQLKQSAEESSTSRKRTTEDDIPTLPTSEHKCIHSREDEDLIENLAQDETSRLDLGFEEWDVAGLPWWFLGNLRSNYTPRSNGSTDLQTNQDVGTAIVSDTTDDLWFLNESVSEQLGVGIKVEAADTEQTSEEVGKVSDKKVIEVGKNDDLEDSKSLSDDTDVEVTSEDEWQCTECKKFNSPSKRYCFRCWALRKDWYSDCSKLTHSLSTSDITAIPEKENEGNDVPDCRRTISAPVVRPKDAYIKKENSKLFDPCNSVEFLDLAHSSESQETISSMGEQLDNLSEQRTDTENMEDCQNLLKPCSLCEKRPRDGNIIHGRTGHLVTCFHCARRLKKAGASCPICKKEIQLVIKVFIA
# Target sequence (Q00987 whole entry, looked up): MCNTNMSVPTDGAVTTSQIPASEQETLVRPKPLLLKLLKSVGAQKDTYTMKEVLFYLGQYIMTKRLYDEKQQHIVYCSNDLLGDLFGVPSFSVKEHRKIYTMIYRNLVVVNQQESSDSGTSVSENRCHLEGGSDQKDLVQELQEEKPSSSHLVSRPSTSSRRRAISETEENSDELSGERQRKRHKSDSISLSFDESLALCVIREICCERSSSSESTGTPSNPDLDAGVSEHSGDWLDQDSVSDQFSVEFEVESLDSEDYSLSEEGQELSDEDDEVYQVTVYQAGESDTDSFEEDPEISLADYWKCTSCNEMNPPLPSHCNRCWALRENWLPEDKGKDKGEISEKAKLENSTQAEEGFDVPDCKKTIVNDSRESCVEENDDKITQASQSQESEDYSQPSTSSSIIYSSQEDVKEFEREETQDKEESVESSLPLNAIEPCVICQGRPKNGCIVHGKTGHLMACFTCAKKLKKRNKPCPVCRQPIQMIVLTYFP
# * marks the source's active call; other numbers are inactive results; i = inactive.
structure	697 NFkB inh	TIM10 inh	tim10-1 inh	CHOP UPR activ	Jurkat NFkB inh	Mdm2 MdmX PPI	tim23-1 inh	UPR XBP1 act
COc1ccc(OC)c(-c2c(=O)n(OCc3ccccc3Br)c3ccccc3[n+]2[O-])c1	-28	4	47*	1.4	4	-2	29	0
BrCCOCCOc1ccc2ccccc2c1	-20	-9	10	8.9	1	-2	12	1
COc1ccccc1C1C(C#N)=C(N)Oc2cc(C)n(CCCn3ccnc3)c(=O)c21 (stereo unspecified)	13	-3	2	3.3	-3	7	-6	-2
CCOC(=O)C1=NNC2(c3ccc(Cl)cc3)C(=O)N(c3cc(C)cc(C)c3)C(=O)C12 (stereo unspecified)	17	13	7	-3.5	0	3	10	-4
O=C(N1CCOCC1)N(CCN1CCOCC1)Cc1cccc(Cl)c1	-5	5	13	0.4	-35	-5	-4	-4
O=C(Nc1ccc(Br)cc1Cl)Nn1cnnc1	6	-6	13	0.3	-13	0	-2	1
CC(=O)Oc1ccc(C)cc1-n1nc2ccccc2n1	-72	8	14	2.8	-82	-27	31	-3
COC(=O)C1=C(C)NC(=O)/C1=C\c1cc(C)n(-c2c(C)cccc2C)c1C	19	19	21	-0.4	0	26	22	-5
Cc1ccc2c(c1)-c1c(cnn1CC(=O)NC(C)CCc1ccco1)CO2 (stereo unspecified)	-9	6	2	0.6	7	14	8	4
[O-][n+]1c2c(nn1-c1ccccc1Cl)-c1nonc1CC2	4	3	-6	0.1	-1	19	4	1
O=C(COC(=O)c1ccc2ccccc2n1)NC1CCCCC1	2	-17	-10	-0.5	-3	14	7	-1
CCN(c1ccccc1)S(=O)(=O)c1cccc(C(=O)NCC2(N(C)C)CCCCC2)c1	0	-3	7	0.1	-8	9	9	0
O=C(Oc1ccc2ccccc2c1Cl)N1CCCCCC1	i	-8	-8	3.7	-307	-7	14	1
CC(C)Cn1c(SCC(=O)Nc2cccnc2Cl)nnc1-c1ccco1	19	3	10	1.1	8	-9	22	-2
Nc1ncccc1C(=O)OCC(=O)N1CCN(S(=O)(=O)c2ccc(Cl)cc2)CC1	-18	-5	0	-1.6	-17	49	-3	-3
CC(C(=O)NCc1ccc(F)cc1)c1ccc([N+](=O)[O-])cc1 (stereo unspecified)	18	12	20	-1.8	10	5	6	2
Nc1nc(COc2ccc(F)cc2)nc(N2CCCCC2)n1	-10	8	26	0.4	3	-2	7	2
COc1cc(NS(=O)(=O)c2c(C(=O)N3CCOCC3)c(C)n(C)c2C)cc(OC)c1OC	10	5	-5	-0.7	3	27	2	-1
CCCCn1c(N)c(N(CCOC)C(=O)c2ccc(F)c(S(=O)(=O)N3CCOCC3)c2)c(=O)[nH]c1=O	6	3	-4	1.2	7	-4	4	0
CCc1cc(C(=O)N2CCc3c([nH]c4ccccc34)C2c2ccc(OC)cc2F)no1 (stereo unspecified)	i	25	16	1.6	-2	83*	24	-2
CN(C(=O)CSc1nnc(C2CC2)n1C1CC1)C1(C#N)CCCCC1	22	4	0	-0.5	9	-5	3	0
COc1ccc(COC(=O)CCNC(=O)c2ccc(Cl)cc2)cc1	-14	3	1	1.5	10	-20	6	0
Cc1cc(C(=O)Nn2cnnc2)cs1	20	4	9	-1.7	12	-3	-13	-2
O=C(CCC(=O)c1ccccc1)Nc1ccccc1OC(F)F	16	-9	-2	-0.8	-13	5	-7	-4
NS(=O)(=O)c1cc(C(=O)OC2CCOC2=O)ccc1Cl (stereo unspecified)	8	2	-6	3.2	7	-14	10	-4
CCCCCC(=O)Nc1cccc2ccccc12	-17	-8	20	-0.6	-8	-1	24	0
O=C(c1ccc(F)cc1)N1CCN(C(=O)c2cccnc2)CC1	2	-13	-4	-1.2	5	17	-11	-3
COc1ccccc1NC(=O)CSc1ncn[nH]1	19	-8	-11	-1.4	21	34	3	-4
CCCS(=O)(=O)N1CCC(C(=O)NCCN(CC)c2ccccc2)CC1	16	-6	14	-1.2	-6	-1	14	-1
COC(=O)c1ccc(CSc2nc3ccccc3[nH]2)o1	19	16	2	1.9	-23	1	2	1
O=C(Cn1cnc2ccccc2c1=O)NCC1COc2ccccc2O1 (stereo unspecified)	7	-12	-5	-2.4	14	7	-9	-2
COC(=O)C(C(=O)OC)c1ccc(NC(=O)c2cccc(Cl)c2)cc1	12	7	5	2.7	-46	-22	9	1
Cc1cccc(NC(=O)CCS(=O)(=O)c2ccc(Cl)cc2)c1	6	12	4	2.0	12	0	11	-2
O=C(CSc1nnc(-c2ccccn2)n1-c1ccc(Cl)cc1)Nc1ccc2c(c1)OCO2	14	-6	19	-0.5	-5	37	-12	-2
O=C(O)c1cccc(Nc2ccncc2[N+](=O)[O-])c1	19	9	-8	1.6	7	-14	4	-3
COc1cccc(NC2C=CS(=O)(=O)C2)c1 (stereo unspecified)	13	7	9	-1.3	20	13	-7	1

# Profiles, looked up by structure:
# `CCCS(=O)(=O)N1CCC(C(=O)NCCN(CC)c2ccccc2)CC1` reads 697 NFkB inh = 16; TIM10 inh = -6; tim10-1 inh = 14; CHOP UPR activ = -1.2; Jurkat NFkB inh = -6; Mdm2 MdmX PPI = -1; tim23-1 inh = 14; UPR XBP1 act = -1
# `CCCCCC(=O)Nc1cccc2ccccc12` reads 697 NFkB inh = -17; TIM10 inh = -8; tim10-1 inh = 20; CHOP UPR activ = -0.6; Jurkat NFkB inh = -8; Mdm2 MdmX PPI = -1; tim23-1 inh = 24; UPR XBP1 act = 0
# `O=C(c1ccc(F)cc1)N1CCN(C(=O)c2cccnc2)CC1` reads 697 NFkB inh = 2; TIM10 inh = -13; tim10-1 inh = -4; CHOP UPR activ = -1.2; Jurkat NFkB inh = 5; Mdm2 MdmX PPI = 17; tim23-1 inh = -11; UPR XBP1 act = -3

# (listing goes on)
structure	697 NFkB inh	TIM10 inh	tim10-1 inh	CHOP UPR activ	Jurkat NFkB inh	Mdm2 MdmX PPI	tim23-1 inh	UPR XBP1 act
CCCCCC(=O)NC(=S)NC1C2CC3CC(C2)CC1C3 (stereo unspecified)	-47	38	31	1.8	3	36	40	1
CCOC(=O)C(C)NC(=O)CCc1nnc2ccc(N3CCCCC3)nn12 (stereo unspecified)	10	15	-6	-0.3	6	-22	-4	-2
CCOP(=O)(c1ccc(N(C)C)cc1)C(O)c1ccccc1F (stereo unspecified)	-5	7	24	1.2	-7	-11	19	-1
COc1cc2c(cc1OC)C(c1ccco1)CC(=O)N2 (stereo unspecified)	-11	-1	5	0.2	-9	-3	6	-2
COc1ccc(-n2nc(C(=O)NCC(=O)NCCC3=CCCCC3)c3ccccc3c2=O)cc1	-1	7	32	2.8	-4	-11	38	-4
CC(c1nc2ccccc2c(=O)[nH]1)N(C)CCOc1ccc(Cl)cc1 (stereo unspecified)	-9	0	1	1.4	-4	20	30	-1
CCOC(=O)N1CCN(C(=O)CSCc2nc(-c3ccccc3C)oc2C)CC1	-16	-2	28	-1.1	1	13	19	1
CCC(C)Cn1c(O)cc2nn(-c3nc4ccccc4s3)c(=O)c-2c1C (stereo unspecified)	29	-7	0	-11	37	39	5	-7
Cc1cc(O)c(-c2cc(C(=O)Nc3ccc(S(=O)(=O)N4CCOCC4)cc3)[nH]n2)cc1C	-24	-4	-2	4.4	-9	23	-13	3
CCOc1ccc(Cc2nnc(SCC(=O)Nc3ccc(C(C)=O)cc3)[nH]c2=O)cc1	0	-1	-10	-0.1	8	6	-3	-2
CC(C)c1nnc(NC(=O)CCC(=O)Nc2ccc3cn[nH]c3c2)s1	6	-17	9	0.7	-11	8	2	-1
NS(=O)(=O)c1ccc(CCNC(=S)NC2CCCC2)cc1	10	0	-6	-2.3	3	10	8	-1
NS(=O)(=O)c1ccc(CNC(=O)c2ccc(NS(=O)(=O)c3cccs3)cc2)cc1	11	6	-12	0.8	4	-27	-3	0
O=C(CCCCCNC(=S)Nc1ccccc1)C[N+](=O)[O-]	-18	-1	11	0.4	-12	-17	2	1
CCCn1c(SCC(=O)Nc2sc(C)c(C)c2C#N)nnc1C(C)C	8	17	22	0.3	19	7	22	-1
O=C1CCCC/C1=N\Nc1ccc(OCc2ccccc2)cc1	-36	-18	-2	1.5	-10	-15	-195	-1
COc1ccc(C(=O)NC2CC3CCCC(C2)N3Cc2ccccc2)c(OC)c1 (stereo unspecified)	7	-7	-5	-1.0	-5	25	0	-3
COc1ccc(NC(=O)CN(C)C(=O)c2ccc(COc3ccccc3)cc2)cc1	14	-13	-8	-0.1	15	14	5	-1
Cn1c(=O)c2[nH]c(N=NNc3ccccc3F)nc2n(C)c1=O	7	-2	3	1.2	7	10	12	0
NC(N)=NS(=O)(=O)c1ccc(NC(=S)NC(=O)Cc2ccc(Cl)cc2)cc1	-19	2	24	4.1	-3	16	11	-6
O=C(O)C1C2C=CC(C2)C1C(=O)NCCCn1ccnc1 (stereo unspecified)	26	-4	5	-1.1	-4	-5	7	-2
CCN(C(=O)c1cc(S(=O)(=O)N2CCCCC2)c[nH]1)c1ccc(OC)cc1	-13	8	20	-2.7	9	33	27	1
O=C(CCNC(=O)c1ccccc1)OCC(=O)c1cccc(Cl)c1	5	-2	1	0.6	-3	17	2	0
Cc1nnc(SCC(=O)NC2CCCC2)n1-c1ccccc1	7	5	-11	-1.5	-8	15	2	-1
Cc1cc(C)c2c(N)c(C(=O)Nc3ccccc3Br)sc2n1	-73	7	25	5.5	-51	-8	13	21
CCS(=O)(=O)NC(C)C(c1cccs1)N1CCN(c2ccc(F)cc2)CC1 (stereo unspecified)	-18	10	29	1.3	-13	-4	31	2
O=C(Nc1cccc(Cl)c1)Nc1ccccc1C(=O)O	-273	-7	9	1.1	-115	-126	4	0
C=CCc1c(C)[nH]c2ccc(C)cc2c1=O	-47	-10	-13	1.1	-19	-15	8	-1
CCC1(c2ccc(F)cc2)NC(=O)N(CC(=O)NC2CCCC(C)C2C)C1=O (stereo unspecified)	24	-3	2	1.4	21	17	9	-4
CCCCC(=O)NNC(=O)CC(=O)Nc1ccccc1C(=O)O	15	-2	10	0.9	-7	2	-6	1
Cc1cc(C)c(OCCNC(=O)c2ccccc2Sc2ccccc2C#N)c(C)c1	-19	22	11	3.2	-14	10	38	-3
COc1ccc(C(C)(C)C)cc1NC(=O)CCCN1C(=O)NC(C)(C)C1=O	-15	7	4	-1.5	1	-31	10	1
CCOc1ccccc1NC(=O)c1cc(S(=O)(=O)N2CCC3(CC2)OCCO3)ccc1F	-13	33	-4	3.8	15	7	24	2
CCOC(=O)c1c(C)[nH]c(C2=NNC(=Nc3ccccc3OC)SC2)c1C	-23	26	15	6.9	-32	-35	29	1
CN(CC(=O)Nc1ccc(S(=O)(=O)N2CCCC2)cc1)CC(=O)Nc1cccc(F)c1	0	-6	5	-2.4	-10	-41	5	-3
COc1ccccc1C(=O)N1CCN(Cc2nc3cc([N+](=O)[O-])ccc3n2C)CC1	7	-7	12	-0.1	-7	13	11	-1
CCCCCCCC(=O)N/N=C/c1ccco1	15	-19	-16	5.7	-8	2	4	0
ClC1(CNc2ccccc2)CCN(Cc2ccccc2)CC1	0	-10	-8	0.6	-4	4	5	1
